SR-BI HDL uptake: mouse SR-BI HDL lipid transfer inhibition; Q61009; ldlA[mSR-BI] CHO cells, DiI-HDL uptake fluorescence, 3 h; inhibition, % at 12.5 µM; 320,000 tested, 0.96% active;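 active means mean replicate inhibition of at least 70% and a set share of replicates each scoring 70 or more; inconclusive means meets just one of the two criteria; inactive means fails both criteria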;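 further: 0% = median of neutral control wells and 100% = median of positive control wells; values of inactives mirror those of a sister screen read the other way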
Target sequence (Q61009 whole entry, looked up): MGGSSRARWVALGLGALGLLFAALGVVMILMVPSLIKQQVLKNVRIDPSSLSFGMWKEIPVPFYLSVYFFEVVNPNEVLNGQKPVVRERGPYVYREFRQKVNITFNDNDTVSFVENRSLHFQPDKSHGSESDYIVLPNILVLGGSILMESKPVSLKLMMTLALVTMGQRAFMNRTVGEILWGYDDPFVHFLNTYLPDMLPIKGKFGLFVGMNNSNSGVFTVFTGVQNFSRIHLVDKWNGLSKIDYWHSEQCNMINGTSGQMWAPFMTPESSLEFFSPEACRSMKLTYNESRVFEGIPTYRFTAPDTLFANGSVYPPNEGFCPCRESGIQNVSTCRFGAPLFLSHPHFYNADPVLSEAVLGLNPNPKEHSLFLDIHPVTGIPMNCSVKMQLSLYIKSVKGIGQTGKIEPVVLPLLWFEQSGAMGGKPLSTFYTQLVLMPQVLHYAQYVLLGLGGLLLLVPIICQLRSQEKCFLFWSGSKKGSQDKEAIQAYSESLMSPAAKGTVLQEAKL
PvdQ acylase: P. aeruginosa PvdQ acylase inhibition; purified PvdQ acylase, fluorescence plate reader; inhibition, % at 10 µM; 340,000 tested, 0.063% active; in the data active means inhibition above about 30%, passing the limit was not always enough; inconclusive means no clear call, values can overlap the other calls;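 further: 0% = vehicle neutral wells and 100% = reference inhibitor wells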
HTR5A ag: activates human HTR5A in OPRM1-OPRD1 agonist counter-screen; P47898; HTR5A agonist assay, luminescence, cell-based; activation, % at 9.3 µM; 340,000 tested, 0.61% active; in the data active means activation mostly above about 9.5%, no sharp cut-off; inactive means mostly below about 7.6%;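 further: 0% = cells with vehicle only and 100% = reference agonist; strong numbers were not always called active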
CDK5 inh: CDK5/p35 (human) kinase inhibition; Q00535+Q15078; Recombinant CDK5/p35, ADP-Glo luminescence, 60 min; inhibition, % at 10 µM; 330,000 tested, 0.01% active;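 active means highest replicate inhibition of at least 50% and at least 75% of replicates reaching 50%; inconclusive means only one of the two criteria met; inactive means both criteria failed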;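 further: plate controls were DMSO neutral control for no effect and GW8510 at 10 µM for full effect; many of its hits are not listed in these tables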
dFosB activator: enhances mouse delta FosB homodimer DNA binding; AID 493131; P13346; activation, % at 25 µM; purified delta FosB, TAMRA-CDK5 oligo fluorescence polarization; percent of positive-control signal above neutral wells; 340,000 tested, 0.99% active;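 active means mean activation above about 17%, with every replicate also reaching it, limit read from the data, passing the limit was not always enough; inconclusive means only one of the two conditions met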;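 further: fluorescence polarization rise as delta FosB binds a TAMRA Cdk5 AP-1 oligo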
Target sequence (P13346 whole entry, looked up): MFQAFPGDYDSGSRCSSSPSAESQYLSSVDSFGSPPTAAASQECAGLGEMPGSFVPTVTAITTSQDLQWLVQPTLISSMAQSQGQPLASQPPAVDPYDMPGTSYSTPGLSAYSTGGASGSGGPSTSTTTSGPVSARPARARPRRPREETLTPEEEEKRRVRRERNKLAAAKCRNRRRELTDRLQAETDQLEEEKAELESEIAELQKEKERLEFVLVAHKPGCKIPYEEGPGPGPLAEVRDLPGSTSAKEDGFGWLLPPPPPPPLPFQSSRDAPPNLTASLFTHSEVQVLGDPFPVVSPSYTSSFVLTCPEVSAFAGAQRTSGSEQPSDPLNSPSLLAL
cardiac RTF act: increases calcium sensitivity of human cardiac regulated thin filaments; AID 493008; IANBD-labeled TnC RTF fluorescence at EC20 calcium; 0% EC20 calcium, 100% full calcium; 340,000 tested, 0.24% active; activation, % at 7.2 µM; P19429+P45379;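 active means activation above the mean over all tested compounds plus 3 SD, cut at about 30% in these data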;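 further: rise in fluorescence read as greater calcium sensitivity of cardiac thin filaments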
MITF TRPM1 HTS: MITF TRPM1 promoter activation in melanoma cells; AID 588334; activation, % at 12.5 µM; SK-MEL-5 TRPM1-promoter luciferase, 24 h; % of positive control, neutral wells = 0; 300,000 tested, 0.75% active;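 active means mean activation of at least 80% with every replicate also reaching 80%; inconclusive means mean reaches 80% but some replicate falls short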;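 further: 0% = neutral control wells and 100% = parthenolide positive control wells; values of inactives mirror those of a sister screen read the other way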
Wnt act: activates Wnt/beta-catenin signaling in a reporter cell assay. activator, plate reader. activation, % at 9.35 µM. 300,000 tested, 1.2% active. AID 743398; in the data active means activation above about 30%, passing the limit was not always enough; inconclusive means no clear call, values can overlap the other calls;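 further: 0% = neutral control wells and 100% = positive control wells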
Rtt109 HAT inh: inhibitors of Candida albicans Rtt109/Vps75 histone acetyltransferase. 330,000 tested, 0.16% active. inhibition, % at 34.9 µM. purified Rtt109/Vps75, ThioGlo CoA-SH fluorescence, 4 h. AID 540336;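 active means inhibition of at least 50% in every replicate; inconclusive means best replicate reaches 50% inhibition but some replicates fall short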
SR-BI uptake up: SR-BI HDL lipid transfer activation | 320,000 tested, 0.096% active | activation, % at 12.5 µM | CHO ldlA[mSR-BI] cells, DiI-HDL uptake fluorescence, 3 h; 100 = double the neutral-control signal | AID 504775;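 active means mean replicate activation of at least 60% and every replicate at or above 60%; inconclusive means mean or all-replicate condition met, but not both; inactive means mean below 60% and not all replicates reaching 60%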;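 further: 0% = median plate neutral-control signal and 100% = twice that signal; values of inactives mirror those of a sister screen read the other way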
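Test system: SR-BI-overexpressing, LDLR-lacking CHO cells. Measured by: DiI fluorescence, bottom read. Medium: Ham's F12 with 0.5% BSA, HEPES 25 mM, pH 7.4. Timing: 3 h uptake period with compound, 37 °C.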
The depositor's hits bear a star; i = inactive; ? = inconclusive; . = no result given.

Structure	SR-BI HDL uptake	PvdQ acylase	HTR5A ag	CDK5 inh	dFosB activator	cardiac RTF act	MITF TRPM1 HTS	Wnt act	Rtt109 HAT inh	SR-BI uptake up
Cc1ccccc1C(=O)OCC(=O)N(C)c1c(N)n(Cc2ccccc2)c(=O)[nH]c1=O	-14	-12	3	-0.3	-4	4	3	-4	-19	14
O=C(CCCNS(=O)(=O)c1cccs1)N1CCN(c2ccc(F)cc2)CC1	6	-2	0	-1.4	3	1	.	-5	0	-6
CCOC(=O)C(NC(C)=O)(Nc1ccc(S(=O)(=O)Nc2cc(C)on2)cc1)C(F)(F)F (configuration not stated)	-9	-7	2	0.7	5	2	-7	0	-2	9
Cn1c(NCc2ccccc2Cl)nc2ccccc21	-13	-8	0	2.5	-6	1	71	28	6	13
O=C(CCN1C(=O)c2ccccc2C1=O)Nc1cccc(S(=O)(=O)N2CCCCC2)c1	41	-11	-1	1.2	-13	4	.	.	4	-41
COc1ccc(S(=O)(=O)Nc2c(C)n(C)n(-c3ccccc3)c2=O)cc1C(=O)O	-14	4	-1	0.5	-2	0	-16	1	-8	14
COc1ccc(NC(=O)CN2CCCC(C)C2)c([N+](=O)[O-])c1 (configuration not stated)	-22	-9	9	-0.5	1	0	-10	-6	0	22
O=Cc1ccc(OCC(=O)Nc2ccccc2C(F)(F)F)cc1	-27	6	4	0.5	-3	-3	11	2	5	27
COc1ccc(C(=O)NCC(=O)OCC(=O)Nc2cc(OC)ccc2OC)cc1	11	-14	2	-5.1	-7	2	.	-1	3	-11
Cc1ccc(C)c(N2N=C(C(=O)OCc3nnc(-c4ccccc4)o3)CCC2=O)c1	1	-27	2	-7.4	-9	3	5	-1	-4	-1
O=S(=O)(Nc1ccc(NS(=O)(=O)c2ccccc2)c(Cl)c1)c1ccccc1	-9	-6	-2	2.7	0	-3	-21	-4	-1	9
O=C(c1cnc2ccccc2n1)N1CCN(c2ccc(C(F)(F)F)cn2)CC1	-17	-5	0	-1.9	-1	20	0	?	3	17
COc1cccc(CN(C)CC(=O)Nc2ccccc2C(=O)NC2CC2)c1	-3	-17	-4	0.9	0	1	5	-2	2	3
CCOC(=O)c1cc(-c2ccccc2)sc1NC(=O)CSc1nnc(N)s1	0	-12	3	0.3	1	-1	9	-2	9	0
CCN(CC)C(=O)COc1ccc(-c2nnc(Nc3ccc(OC)c(C(=O)NC)c3)c3ccccc23)cc1	87*	8	1	1.5	-16	-5	-5	-1	11	-87
COc1cc2c(cc1OC)CN(C(=O)c1ccco1)CC2	-11	0	-2	-0.8	-9	2	1	0	23	11
COc1ccc(-c2cc(C(=O)Nc3cc(C)ccc3O)no2)cc1	11	1	0	0.7	8	-1	41	-6	8	-11
COc1ccc(-c2ccc3ccccc3n2)cc1	13	27	6	1.0	-3	3	48	9	1	-13
O=C(N/N=C/c1cc2c3c(c1O)CCCN3CCC2)c1ccccc1O	140*	-10	-1	3.1	-9	8	-46	4	.	-140
COc1ccc2nc(N3CCCCC3)c(C#N)cc2c1	28	7	4	-0.6	-15	6	.	44*	i	-28
C(=N\Nc1ccccn1)/c1ccc(N2CCOCC2)cc1	1	-7	-4	-2.6	-10	-1	79	12	-1	-1
CC(=O)Nc1ccc2nc(CN3CCC(CO)(CCc4ccccc4)CC3)ccc2c1	-12	-7	-3	1.5	-5	0	-1	2	-2	12
CCCOc1ccccc1OCC(=O)Nc1ccc(S(=O)(=O)N2CCCC2)cc1	51	-14	10	0.2	-5	-1	-5	-2	6	-51
Cc1cc(S(=O)(=O)Cc2noc(-c3c(C)noc3C)n2)c(C)cc1Cl	26	-13	5	-0.4	-6	18	5	-1	3	-26
COc1ccc(Nc2c(-c3ccco3)nc3cccc(C)n23)cc1	21	-16	2	1.7	-12	3	3	1	-1	-21
CCOc1ccc(NC(=O)C2CCC(N3C(=O)C4CC=CCC4C3=O)CC2)cc1 (configuration not stated)	26	11	-11	-2.3	-1	3	-2	.	-2	-26
CCCCCCNS(=O)(=O)c1ccc(NC(=O)C2CCCO2)cc1 (configuration not stated)	-23	-8	1	-1.1	-1	8	-7	-1	-3	23
Cc1ccc(NS(=O)(=O)c2cc(C(=O)N3CCCC3)ccc2C)cc1C	3	-8	1	-0.9	-4	-1	-5	-1	5	-3
O=C(c1nn2c(C(F)(F)F)cc(-c3ccc(F)cc3)nc2c1Cl)N1CCOCC1	10	-9	-4	-2.8	-2	0	-16	.	0	-10
COCCCNC(=O)c1c(N)n(-c2cccc(S(N)(=O)=O)c2)c2nc3ccccc3nc12	40	3	2	1.4	-1	-6	1	.	-455	-40
Cc1cc(C)cc(C(=O)NCC(=O)OCC(=O)N2CCCCC2)c1	-28	-4	-2	-0.5	-1	0	-13	0	-5	28
Cc1ccc(C)c(N(CC(=O)NCc2ccc3c(c2)OCO3)C(=O)CCC(=O)Nc2ccccn2)c1	6	-8	-4	-1.4	-14	2	-7	.	14	-6
COc1ccc(/C(C)=N\NC(=O)C(c2ccncc2)N2CCOCC2)cc1 (configuration not stated)	-3	-2	-2	-1.9	-5	0	.	-1	-1	3
COc1ccc(-c2csc(N)n2)cc1F	-5	1	-3	0.4	-14	5	47	5	6	5
O=C(Nc1ccc(S(=O)(=O)N2CCCC2)cc1)C1CCCCC1	-8	-5	-2	-0.5	-1	-2	-6	-1	6	8
Cc1cc([N+](=O)[O-])nn1Cc1ccc(F)cc1	-19	-8	5	0.6	-3	0	15	2	3	19
O=C(C[C@H]1C/C=C\CC[C@@H](Cc2ccc(F)cc2)C(=O)OCCNC1=O)NCCO	-17	-20	5	-1.0	-5	2	-2	-1	0	17
O=C(CN1C(=O)NC(Cc2c[nH]c3ccccc23)C1=O)Nc1cccc(S(=O)(=O)N2CCOCC2)c1 (configuration not stated)	.	-14	9	-2.2	1	2	-11	-3	-7	.
O=C1C2C3C=CC(C3)C2C(=O)N1c1ccc(-c2nc3ccccc3o2)cc1 (configuration not stated)	-11	-4	-4	-2.5	5	1	79	.	-2	11
c1ccc2c(c1)ccc1nnc(SCc3ccc4c(c3)OCO4)n12	5	3	7	-0.7	-17	1	35	1	3	-5
O=C(/C=C(\O)c1ccccc1)C(=O)NNC(=O)c1ccccc1[N+](=O)[O-]	-5	-13	-1	1.2	-6	-3	-6	1	-1	5
O=C(CNC(=O)c1ccc(S(=O)(=O)N2CCCC2)cc1)N/N=C/c1ccc(Cl)cc1Cl	45	8	-3	0.3	-1	3	-6	-3	0	-45
CC(=O)Nc1ccc(S(=O)(=O)N(C)CC(=O)OCC(=O)c2ccc3c(c2)NC(=O)CO3)cc1	-12	-13	-1	0.7	-1	3	-3	1	5	12
Cc1ccc(C(=O)NCC(=O)OCC(=O)NC2CCCCCCC2)cc1	-2	-8	2	-1.2	-4	3	-8	-3	-10	2
Cc1ccc(N(CCCCN2C(=O)c3ccccc3C2=O)C(=O)c2ccc(Cl)s2)cc1	-29	10	-2	0.0	-1	-6	-4	-2	-2	29
Cc1cc(C)c(C(N)=O)c(SCC(=O)c2ccc(Cl)cc2)n1	-4	0	10	0.3	-4	-6	12	-3	-4	4
CCOc1ccccc1N(CC(=O)NCCSCc1ccco1)S(=O)(=O)c1ccccc1	-8	-8	3	-0.4	-10	4	-7	-1	1	8
COc1ccc(NC(=O)CCNC(=O)Cn2ccc3ccccc3c2=O)c(OC)c1	5	-5	1	-2.3	-4	-3	.	.	-2	-5
Cc1cccc(C(=O)NC(=S)Nc2ccccc2C(F)(F)F)c1	24	-5	-4	-2.4	-3	-1	-6	0	1	-24
C[C@@H]1CC=C[C@H]2[C@H]1C(=O)N(Cc1ccccc1)[C@H]2c1ccoc1	-10	-1	-1	-0.5	2	2	11	-4	1	10

Continued.
Structure	SR-BI HDL uptake	PvdQ acylase	HTR5A ag	CDK5 inh	dFosB activator	cardiac RTF act	MITF TRPM1 HTS	Wnt act	Rtt109 HAT inh	SR-BI uptake up
CCN(CC)C(=O)c1[nH]cnc1C(=O)N[C@@H](Cc1ccccc1)C(=O)OCc1ccccc1	-13	-13	7	-0.7	-1	-3	-5	-2	7	13
O=C(N/N=C/c1cccnc1)c1ccc([N+](=O)[O-])cc1Cl	-6	-8	0	-0.1	-1	6	-1	14	-2	6
COc1cccc(NC(=O)Cn2c(-c3cncs3)nc3ccccc32)c1	-9	-4	.	-0.3	-8	0	.	-1	2	9
O=C(COC(=O)CNC(=O)c1ccccc1)NCCCc1ccccc1	33	-5	-1	2.5	-7	3	2	2	17	-33
CC(C)=CC(=O)O[C@H]1[C@@H]2[C@H](C)C(=O)O[C@@H]2C[C@@H](C)[C@@H]2[C@@H](O)CC(=O)[C@]21C	-24	-5	3	0.8	-1	0	5	4	2	24
CC(C)Cc1[nH]c(=O)c(C#N)c2c1COC(C)(C)C2	-31	4	-6	2.1	9	-1	-12	.	0	31
COc1ccccc1C(=O)Nc1cc2cc(Br)ccc2oc1=O	100*	3	2	-0.9	3	0	-2	-16	6	-15
O=C(NN=C1CCCC1)c1ccc(Cl)cc1	-6	-7	0	-0.5	-11	-6	0	-2	-10	6
CN(CC(=O)Nc1cc(Cl)ccc1Cl)C1CCS(=O)(=O)C1 (configuration not stated)	6	-15	3	-5.5	5	0	9	-5	-9	-6
CCCCCCCCCCCCN1C/C(=C\C(=O)OCC)c2ccccc2S1(=O)=O	11	-8	6	-1.3	-6	6	22	3	-1	-11
O=C(Nc1ccccc1)c1ccccc1NC(=O)C1CCCCC1	19	-4	4	-0.1	-3	-10	2	.	-3	-19
O=C(Nc1ccc(Cl)c(S(=O)(=O)N2CCCCC2)c1)c1ccncc1	2	4	9	0.1	-11	-4	-28	-4	3	-2
COc1cc(-c2noc(C3CCCN(C(=O)c4ccccc4)C3)n2)cc(OC)c1OC (configuration not stated)	26	-9	-4	-0.2	-9	5	.	-1	6	-26
O=S1(=O)CCC(NCC2CCCO2)C1 (configuration not stated)	-1	-1	17	1.2	-3	-4	-3	-3	-5	1
O=C(C1CCN(C2CC(=O)N(Cc3ccccc3)C2=O)CC1)N1CCCCCC1 (configuration not stated)	.	-7	-9	0.5	-4	2	5	-2	-3	.
COc1ccc(C2C(C(=O)c3ccco3)=C(O)C(=O)N2c2nnc(C)s2)cc1OC (configuration not stated)	-27	-11	-3	0.8	-7	-4	5	0	10	27
O=C(Cc1coc2cc(O)ccc12)NNC(=O)c1cccs1	-5	-16	0	1.1	-3	2	-3	-1	-5	5
